CXCR6 inh: CXCR6 receptor inhibitors, primary screen, cell-based, beta-arrestin, luminescence, CHO-K1 PathHunter, 1536-well. C-X-C chemokine receptor type 6 (Homo sapiens), O00574. inhibition, % at 20 µM. actives 0.36% (n = 360,000); in the data active = inhibition above about 34%, passing the limit was not always enough;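 note: antagonist mode with CXCL16 agonist at 10 nM final; 0% = 10 nM CXCL16 with DMSO and 100% = unstimulated wells without agonist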
Target sequence (O00574 whole entry, looked up): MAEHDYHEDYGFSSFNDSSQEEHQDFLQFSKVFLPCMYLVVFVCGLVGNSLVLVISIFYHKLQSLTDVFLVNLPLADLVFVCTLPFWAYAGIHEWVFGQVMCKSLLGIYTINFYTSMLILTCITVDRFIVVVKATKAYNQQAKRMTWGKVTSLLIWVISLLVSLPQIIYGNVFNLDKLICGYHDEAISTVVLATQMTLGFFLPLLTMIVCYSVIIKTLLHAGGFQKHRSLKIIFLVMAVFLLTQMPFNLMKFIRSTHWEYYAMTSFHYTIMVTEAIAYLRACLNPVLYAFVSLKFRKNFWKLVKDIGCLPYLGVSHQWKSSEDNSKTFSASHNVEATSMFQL
697 NFkB inh: inhibitors of PMA/ionomycin-induced NF-kB reporter, 697 cells, primary screen, B-cell NF-kB inhibitor project, cell-based, luminescence, uHTS. 697 B-cell NF-kB luciferase reporter, 16 h. inhibition, % at 4 µM. actives 0.33% (n = 330,000). AID 435022, 2010; in the data active = inhibition above about 35%
EBI2 block: EBI2 receptor antagonists, beta-arrestin recruitment, primary screen, cell-based, luminescence, 7a,25-OHC stimulation, uHTS; G-protein coupled receptor 183 (Homo sapiens), P32249; 7a,25-OHC stimulated; inhibition, % at 5 µM; actives 0.81% (n = 360,000); AID 651636, 2012; in the data active = inhibition above about 38%;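 note: enzyme fragment complementation signal reports receptor beta-arrestin coupling in cells; 0% = agonist plus DMSO wells and 100% = wells without agonist; some results beyond the cut were filed as inactive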
Target sequence (P32249 whole entry, looked up, the tested form may be a part): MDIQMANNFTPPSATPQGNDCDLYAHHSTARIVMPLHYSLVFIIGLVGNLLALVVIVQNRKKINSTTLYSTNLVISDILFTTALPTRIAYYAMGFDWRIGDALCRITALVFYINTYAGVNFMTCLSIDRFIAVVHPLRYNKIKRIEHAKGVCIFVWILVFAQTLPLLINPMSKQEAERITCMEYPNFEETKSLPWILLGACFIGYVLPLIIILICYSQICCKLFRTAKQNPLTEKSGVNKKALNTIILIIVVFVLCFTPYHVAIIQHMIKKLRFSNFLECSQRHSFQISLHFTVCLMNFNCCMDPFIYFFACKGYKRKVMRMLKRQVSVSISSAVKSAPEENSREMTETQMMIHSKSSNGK
Mdm2-MdmX inh: inhibitors of human Mdm2-MdmX association, primary screen, cell-based, luminescence, split luciferase, SaOS-2, uHTS; SaOS-2 split-luciferase Mdm2/MdmX complementation; inhibition, % at 8 µM; actives 3% (n = 330,000);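 active = inhibition of at least 50% at 8 µM in the primary screen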
UPR XBP1 act: activators of adaptive XBP1 UPR arm, primary screen, cell-based, CHO-XBP1 luciferase reporter, luminescence, uHTS; IRE1-XBP1 UPR activation; percent of tunicamycin response, DMSO as zero; activation, % at 20 µM; actives 0.33% (n = 330,000);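 active = versus positive control, 20 µM dose yields 30% or more activation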;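 note: 100% = tunicamycin at 10 µg/mL and 0% = DMSO only wells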
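Material: CHO-XBP1 cells stably carrying IRE1-XBP1-driven luciferase reporter / Amount: 1000 cells per well / Compound: 20 µM, 1% DMSO / Times: 6 h treatment, 37 °C / Detection: luciferase luminescence / Measure: % activation of reporter signal versus tunicamycin and DMSO controls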
CHOP UPR activ: activators of apoptotic CHOP UPR arm, primary screen, cell-based, CHO-CHOP luciferase reporter, luminescence, uHTS; activation, % at 10 µM; UPR activation; percent of tunicamycin response over DMSO baseline; actives 0.34% (n = 330,000); AID 449763, 2010;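 active = at 10 µM dose, activation of 40% or more, normalized to positive control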;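 note: 100% = tunicamycin at 10 µg/mL and 0% = DMSO alone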
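System: CHO-CHOP luciferase reporter cell line; amount: 500 cells/well; buffer or medium: F12 medium containing 10% fetal bovine serum; incubation: 6 h compound exposure at 37 °C after overnight seeding; measured by: luciferase luminescence after 10 min with Steady-Glo reagent; evaluation: % reporter activation, DMSO baseline versus tunicamycin full activation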
CCR6 antag: CCR6 receptor antagonists, primary screen, cell-based, CHO-K1, luminescence, beta-arrestin, uHTS. C-C chemokine receptor type 6 (Homo sapiens), P51684. CHO-K1 CCR6 PathHunter beta-arrestin, CCL20-stimulated. inhibition, % at 20 µM. actives 0.49% (n = 340,000). AID 493098, 2011;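 active = compounds whose inhibition of the agonist-driven luminescence signal at 20 µM reaches about 50%, limit read from the data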;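 note: cells stimulated with CCL20 at 14 nM final; plate controls were DMSO with CCL20 for no effect and DMSO without agonist for full effect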
Target sequence (P51684 whole entry, looked up): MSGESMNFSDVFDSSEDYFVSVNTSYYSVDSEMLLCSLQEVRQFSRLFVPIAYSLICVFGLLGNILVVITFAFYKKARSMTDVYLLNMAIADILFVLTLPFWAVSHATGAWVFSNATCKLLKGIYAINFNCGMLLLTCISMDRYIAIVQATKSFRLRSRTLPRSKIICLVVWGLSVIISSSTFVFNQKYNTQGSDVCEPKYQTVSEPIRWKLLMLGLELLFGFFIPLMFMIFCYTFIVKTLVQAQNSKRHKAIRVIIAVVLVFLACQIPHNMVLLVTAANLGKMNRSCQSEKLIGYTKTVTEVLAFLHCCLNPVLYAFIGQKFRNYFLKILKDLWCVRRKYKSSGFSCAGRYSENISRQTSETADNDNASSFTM
Gli-Sufu antag: Gli-Sufu pathway antagonists, primary screen, luciferase luminescence, Sufu-KO-LIGHT cells, uHTS; inhibition, % at 5 µM; AID 588413, 2011; Sufu-KO-LIGHT fibroblasts, Gli luciferase reporter luminescence; actives 0.74% (n = 340,000);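 active = inhibition above about 55%, limit read from the data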;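 note: 0% = DMSO-treated cells and 100% = wells with medium but no cells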
Jurkat NFkB inh: inhibitors of induced NF-kB luciferase reporter, primary screen, TCR NF-kB activation inhibitor project, cell-based, luminescence, uHTS | actives 0.53% (n = 330,000) | Jurkat, PMA/ionomycin-induced NF-kB luciferase reporter | AID 435003, 2010 | inhibition, % at 4 µM; in the data active = inhibition above about 50%
Active calls of the source: *; x = not tested or not shown. The list is partial (hit frequency here may not be typical).

The opening two entries as a preview:
SMILES	CXCR6 inh	697 NFkB inh	EBI2 block	Mdm2-MdmX inh	UPR XBP1 act	CHOP UPR activ	CCR6 antag	Gli-Sufu antag	Jurkat NFkB inh
CCn1ccnc1CN1CCCC(C(=O)c2cc(F)ccc2OC)C1 (stereo not drawn)	-5	11	4	-7	-2	2.7	13	1	13
Cc1ccc(-c2cc(-c3ccc(C)cc3)[n+](C)o2)cc1	4	x	-3	x	x	x	3	83*	x

The list itself, from the first entry:
SMILES	CXCR6 inh	697 NFkB inh	EBI2 block	Mdm2-MdmX inh	UPR XBP1 act	CHOP UPR activ	CCR6 antag	Gli-Sufu antag	Jurkat NFkB inh
CCn1ccnc1CN1CCCC(C(=O)c2cc(F)ccc2OC)C1 (stereo not drawn)	-5	11	4	-7	-2	2.7	13	1	13
Cc1ccc(-c2cc(-c3ccc(C)cc3)[n+](C)o2)cc1	4	x	-3	x	x	x	3	83*	x
CC(C)=CCC12CN3CCN(CC(C3)C1=O)C2	0	4	4	13	-1	0.1	-4	3	-1
CCC(C)N1C(=O)NC(=O)C2(Cc3c(ccc4ccccc34)N(C)C2)C1=O (stereo not drawn)	-6	1	0	-6	-1	1.1	-15	2	-5
COc1ccc(C2SCC(=O)Nc3c2c(=O)[nH]n3C2CCCCCC2)cc1 (stereo not drawn)	-3	8	-2	-15	-4	0.2	-11	4	-3
COC(=O)C1=C(c2cc3ccccc3s2)C[C@@H]2CC[C@H]1N2C(=O)NC1CCCCC1	6	5	3	14	-4	1.6	8	12	12
N#Cc1cc(F)c(N2CCNCC2)cc1Cl	-4	22	-6	11	-1	0.2	-11	-4	3
Nc1cnn(-c2ccccc2)c(=O)c1Cl	0	-10	0	1	0	1.7	2	13	-8
O=C1N(c2ccc(Cl)cc2)C(c2cccnc2)N2CCCN12 (stereo not drawn)	-2	16	6	-17	4	5.7	3	-18	10
C[C@H]1[C@H](OC(=O)CCC(=O)NCc2ccc(C(=O)O)cc2)O[C@@H]2O[C@@]3(C)CC[C@H]4[C@H](C)CC[C@@H]1C24OO3	-24	15	7	27	5	12	-12	89*	9
COC(=O)C1=CO[C@@H](C)[C@@H]2CN(CCc3c[nH]c4ccccc34)CC[C@H]12	5	4	9	11	-2	2.8	-5	9	-6
O=c1c2ccccc2nc(CSc2ncnc3nc[nH]c23)n1-c1ccccc1Cl	4	20	8	24	2	-1.2	-2	-2	2
CSc1ccc(CN2CCN(c3ccccc3C)CC2)cc1	-1	-33	7	16	1	-0.8	16	-14	-6
CC1=CC2/C=C(\C)CCC(O)C(O)/C=C/C(=O)C23C(=O)NC(CC(C)C)C3C1C (stereo not drawn)	29	38*	47*	100*	-9	-10.0	33	-1	79*
O=C(CCN1CCOCC1)Nc1ccc(Br)cc1C(=O)c1ccccc1	4	8	-8	12	-3	0.5	-9	-9	-17
CC1=CC2OC3CC4OC(=O)C=CC=CC(C(C)O)OCC(O)C(C)CC(=O)OCC2(CC1O)C4(C)C31CO1 (stereo not drawn)	6	x	11	x	x	x	4	90*	x
CCn1c(O)c(C=Nc2ccc(N3CCOCC3)c(Br)c2)c(=O)n(CC)c1=S	4	-2	35	25	-1	-1.0	-12	13	0
CCN(CC(=O)Nc1ccc(C#N)c(Cl)c1)CC(=O)NC1CCS(=O)(=O)C1 (stereo not drawn)	1	-9	1	-5	0	0.0	13	-9	20
CN1CCC(O)(c2ccccc2)C(C(=O)c2ccccc2)C1 (stereo not drawn)	-2	-1	3	-2	0	-1.1	-6	2	-5
O=P1(Oc2ccccc2)C[C@@H](O)[C@@H](O)[C@H](COCc2ccccc2)O1 (stereo partly drawn)	-1	19	-2	-11	-1	0.2	-3	-5	13
CC(=NCc1cccnc1)c1c(O)n(Cc2ccccc2)c(=O)[nH]c1=O	-7	-4	0	-5	-1	-1.4	8	6	-2
NC(=O)Nc1ccc(C(=O)OCC(=O)Nc2ccc(Cl)cc2C(=O)c2ccccc2)cc1	-3	0	-6	14	1	-0.2	10	-10	10
CCn1c(O)c(/C(C)=N/N2CCCCC2c2cccnc2)c(=O)[nH]c1=S (stereo not drawn)	-4	3	-15	8	1	0.5	0	22	2
N#CC(CCN1CCOCC1)(c1ccccc1)c1ccccc1	-4	-17	3	-13	-1	-1.1	5	1	14
CCOC(=O)C1CCCN(c2ccc([N+](=O)[O-])c3nonc23)C1 (stereo not drawn)	2	x	15	x	x	x	17	2	x
COc1ccc(C2=NCC(=S)Nc3ccc(Cl)cc32)cc1Cl	9	16	-4	11	-6	-1.2	9	2	3
CCC(=O)CC(c1ccc([N+](=O)[O-])cc1)c1c(O)c2ccccc2oc1=O (stereo not drawn)	12	16	-14	-14	0	0.9	15	4	4
N=c1ccccn1Cc1ccccc1	-6	-5	-4	-7	0	-0.5	-3	-15	-13
CC1=C(C(=O)OC(C)C)[C@]2(C(=O)N(CC(N)=O)c3ccccc32)C(C#N)=C(N)O1	-9	18	0	12	0	0.3	-3	-4	5
O=C1CN=C(c2ccccc2Cl)c2cc(Br)ccc2N1	-2	5	-4	-9	-2	0.1	5	-2	4
COc1ccc(-c2nn(CCC#N)cc2C(=O)Nc2ccc(C(C)=O)cc2)cc1[N+](=O)[O-]	20	24	-1	24	-2	0.5	3	5	10
Cc1cccc(CN(C)C)c1OC(=O)N(C)C	0	30	-18	22	0	0.2	-6	5	0
O=C(O)c1ccccc1-c1ccc(C=C2C(=O)N(c3ccccc3)C(=S)N(c3ccccc3)C2=O)o1	0	-2	9	16	1	0.2	-1	6	-7
O=P1(Oc2ccccc2)CC=C[C@H](COCc2ccccc2)O1 (stereo partly drawn)	3	22	-3	-5	0	1.2	1	1	8
C=CCn1c(O)c(C(C)=Nc2ccc(C(=O)O)cc2)c(=O)[nH]c1=O	-2	4	-9	2	-4	-2.3	7	4	8
Cc1ccc(Cn2nnnc2CN2CCC(n3nnc4cc(C)ccc43)CC2)cc1	6	-13	0	20	-3	0.4	5	11	5
C=CCn1c(O)c(C(C)=NCCN2CCCCC2)c(=O)[nH]c1=O	0	9	-3	-9	-1	-2.2	-1	1	7
CC(=O)c1ccc2c(c1)C1C(Cl)C(Sc3ccccc3[N+](=O)[O-])CC1C(C(=O)O)N2 (stereo not drawn)	32	x	-5	x	x	x	40	13	x
C[N+]1(C)C2CCC1CC(OC(=O)c1ccco1)C2 (stereo not drawn)	3	23	-3	-10	-3	-1.1	9	2	-3
OC(CN1CCC(c2c[nH]c3ccccc23)CC1)C(F)(F)F (stereo not drawn)	-5	-2	5	6	-1	1.6	-4	3	-10
CCN1C[C@@]2(COC)C3[C@@H](OC)[C@H]4[C@@H]1[C@@]3(C1C[C@H]3[C@H](O)C1[C@]4(O)C[C@H]3OC)[C@@H](OC)C[C@H]2O (stereo partly drawn)	-4	5	7	12	-3	-1.3	5	0	-18
Cc1cc(=O)oc2c(C)c(OCC(=O)N3CCN(Cc4ccc5c(c4)OCO5)CC3)ccc12	2	0	2	1	-3	-1.5	-16	-25	-5
COc1cc(CN2CCN(c3cc(C)ccc3C)CC2)ccc1O	8	-23	3	31	14	393*	4	15	-4
COc1ccccc1-n1c(O)c(/C=N/NC(=S)Nc2ccccc2)c(=O)[nH]c1=S	-2	3	10	-42	-1	3.5	-2	3	6
COC(=O)C1=C(c2c(C)noc2C)C[C@@H]2CC[C@H]1N2C(=O)N1CCC(O)(c2ccc(Cl)cc2)CC1	4	-3	42*	15	-5	0.4	5	7	-3

2 entries picked at random from those above, as already listed:
SMILES	CXCR6 inh	697 NFkB inh	EBI2 block	Mdm2-MdmX inh	UPR XBP1 act	CHOP UPR activ	CCR6 antag	Gli-Sufu antag	Jurkat NFkB inh
C=CCn1c(O)c(C(C)=Nc2ccc(C(=O)O)cc2)c(=O)[nH]c1=O	-2	4	-9	2	-4	-2.3	7	4	8
Cc1cc(=O)oc2c(C)c(OCC(=O)N3CCN(Cc4ccc5c(c4)OCO5)CC3)ccc12	2	0	2	1	-3	-1.5	-16	-25	-5

More structures follow:
SMILES	CXCR6 inh	697 NFkB inh	EBI2 block	Mdm2-MdmX inh	UPR XBP1 act	CHOP UPR activ	CCR6 antag	Gli-Sufu antag	Jurkat NFkB inh
O=C(N/N=C/c1c(O)n(C2CC2)c(=S)[nH]c1=O)c1ccccc1Cl	13	-21	14	-3	2	2.7	10	-2	-1
Cc1cc(/C=C2\C(=O)NC(=O)N(Cc3ccccc3Cl)C2=O)c(C)n1-c1ccc(C(=O)O)cc1	9	8	-9	26	-3	-0.5	23	-1	-5
CCn1c(C)c(C(=O)O)c2cc(OC)ccc21	4	4	5	-16	0	0.4	0	5	-11
COC(=O)C1=C(C)OC(N)=C(C#N)C12C(=O)Nc1ccccc12 (stereo not drawn)	0	19	-6	26	-1	-0.1	-14	-1	11
C#CCN(C)[C@H](C)Cc1ccccc1	0	-1	-7	11	-9	0.5	8	31	3
COc1cc(/C=C2\C(=O)NC(=O)N(c3ccc(C)cc3)C2=O)cc(OC)c1O	-3	14	3	-2	1	-0.6	11	2	3
Fc1cccc(CCNCc2ccccn2)c1	-1	10	-1	16	-3	-1.7	4	-15	1
COc1ccc(CCN(C)Cc2ccncc2)cc1OC	-7	12	-10	10	-1	1.3	-5	2	6
COc1ccc2c3c([nH]c2c1)C(C)NCC3 (stereo not drawn)	-2	1	-1	26	-3	-1.4	-1	10	3
CCOc1cc2c(cc1OCC)-n1cccc1C(c1c(O)cccc1OC)NC2 (stereo not drawn)	3	0	3	21	5	-1.1	5	6	1
COC(=O)C1=C(c2cccc(OCc3ccccc3)c2)C[C@@H]2CC[C@H]1N2C(=O)NCCCc1ccccc1	25	14	13	45	-2	5.4	17	17	7
COC(=O)C1=C(c2ccc3ccccc3c2)C[C@@H]2CC[C@H]1N2C(=O)NC(C)C	-3	9	5	13	4	0.3	3	5	1
CN1C(=O)C(=Cc2ccc(OCC(=O)Nc3ccccc3)cc2)C(=O)N(C)C1=O	3	8	-5	10	-1	-0.1	13	0	-62
Cc1cc(OCC(=O)NC2CCS(=O)(=O)C2)c2c3c(c(=O)oc2c1)CCC3 (stereo not drawn)	10	23	-14	8	-2	-0.2	-1	8	-14
CC(C)c1ccc(N2C(=O)NC(=O)/C(=C/C=C/c3ccco3)C2=O)cc1	22	x	35	x	x	x	45	-3	x
NCCCN1CCN(c2ccccc2)CC1	-5	1	1	-7	-1	-0.8	1	7	-8
COC(=O)C1=C(c2ccccc2)C[C@@H]2CC[C@H]1N2C(=O)NC(C)C	2	7	-14	12	0	0.5	-6	-2	12
CC(=O)c1ccc2c(c1)C1C(Cl)C(Sc3ccccc3[N+](=O)[O-])CC1C(c1ccccc1)N2 (stereo not drawn)	6	5	20	13	2	3.8	10	3	-1
CN/C=C(/Cl)P(=O)(OC(C)C)OC(C)C	2	19	2	-16	-1	-0.1	-5	1	19
O=C(NC1CCCCC1)N1C[C@H]2C[C@@H](C1)c1cccc(=O)n1C2	-4	19	-5	11	2	-2.2	14	-1	-9

Assay outcomes deposited in PubChem by Sanford-Burnham Center for Chemical Genomics.
